Screening data from PubChem BioAssay.
MPTP inh: blocks calcium-induced mitochondrial swelling | AID 602449 | 360,000 tested, 1.4% active | inhibition, % at 10 µM | isolated mouse mitochondria, Ca2+ swelling absorbance, 30 min;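 active means inhibition of 50% or more, scaled per plate between neutral and stimulator controls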;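 further: 0% = DMSO wells given calcium and 100% = 1 mM EGTA wells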
APJ ag: agonists of human APJ apelin receptor; P35414; CHO-K1 APJ PathHunter beta-arrestin, luminescence; 0% DMSO wells, 100% apelin; activation, % at 20 µM; 330,000 tested, 0.11% active;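 active means activation more than six SD over the plate average, tested at 20 µM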;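 further: 0% = DMSO alone and 100% = apelin-13 at 10 nM; some results filed as inactive read as strong as hits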
Target sequence (P35414 whole entry, looked up): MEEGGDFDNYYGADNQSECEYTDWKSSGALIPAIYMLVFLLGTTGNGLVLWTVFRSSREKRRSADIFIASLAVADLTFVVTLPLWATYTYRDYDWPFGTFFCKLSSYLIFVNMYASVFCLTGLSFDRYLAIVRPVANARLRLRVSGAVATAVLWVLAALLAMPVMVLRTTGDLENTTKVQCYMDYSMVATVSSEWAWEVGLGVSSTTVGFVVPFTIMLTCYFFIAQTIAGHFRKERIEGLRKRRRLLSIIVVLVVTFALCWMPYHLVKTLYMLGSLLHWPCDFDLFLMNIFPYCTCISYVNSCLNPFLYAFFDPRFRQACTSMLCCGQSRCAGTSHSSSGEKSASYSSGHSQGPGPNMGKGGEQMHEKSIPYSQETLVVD
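Material: CHO-K1 APJ beta-arrestin complementation cell line; Input: cell density 1000 per well; Incubation: compound stimulation 90 min at 25 °C, detection 60 min; Signal: luminescence from split beta-galactosidase complementation, Galacton Star/Emerald II substrate; Controls: DMSO-only wells as negative, 10 nM Apelin-13 as positive control.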
tim23-1 inh: growth inhibitors of tim23-1 mutant yeast; 330,000 tested, 1.3% active; inhibition, % at 20 µM; S. cerevisiae tim23-1 growth, BacTiter-Glo luminescence, 24 h;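 active means growth inhibition of the mutant yeast at or above 50%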;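 further: temperature-sensitive mutant grown at 25 °C; plate controls were DMSO-treated mutant yeast for no effect and medium wells lacking yeast for full effect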
tim10-1 inh: growth inhibitors of tim10-1 mutant yeast. S. cerevisiae tim10-1 ts strain growth, BacTiter-Glo, 24 h. inhibition, % at 20 µM. 330,000 tested, 2.2% active. AID 463190;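 active means inhibition of at least 40%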;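 further: mutant grown at 25 °C; 0% = DMSO wells with yeast and 100% = wells holding no yeast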
TIM10 inh: growth inhibitors of TIM10 yeast strain | S. cerevisiae TIM10 strain growth, BacTiter-Glo luminescence, 24 h | 330,000 tested, 1.4% active | inhibition, % at 10 µM;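 active means inhibition of 40% or more at the single tested concentration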;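 further: wild-type TIM10 isogenic control strain grown at permissive 25 °C; 0% = DMSO yeast wells and 100% = minimal medium wells without yeast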
beta cell repl: inducers of beta-cell replication in MIN6 cells | MIN6 cells proliferation, ATPlite luminescence, 48 h; cells starved in 0.2% serum; 100% = growth in 10% serum | proliferation, % at 10 µM | 330,000 tested, 0.29% active;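 active means compounds whose signal lies at least 3.5 SD above the mean of all wells on their plate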;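 further: 0% = DMSO-treated cells in low-serum medium and 100% = 10% serum control; some compounds called inactive have numbers as strong as hits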
NALP3 yeast inh: NALP3 inhibition in yeast | Yeast reconstituted NLRP3/ASC/caspase-1, beta-gal luminescence, 24 h | inhibition, % at 10 µM | 330,000 tested, 0.39% active;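 active means inhibition of 50% or more; inactive means inhibition below 50%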;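 further: plate controls were induced DMSO wells for no effect and uninduced yeast grown without galactose for full effect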
GRIN3A LBD mod: modulators (binders) of human NR3A ligand-binding domain | NR3A LBD differential scanning fluorimetry, Tm shift; 0% = protein alone, 100% = glycine-bound protein | Tm shift relative to glycine control, % at 25 µM | 340,000 tested, 2.5% active | AID 1259313;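 active means melting temperature shift of at least 10% of the positive control shift, at one fixed dose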
APJ antagonist: APJ receptor antagonism | P35414 | CHO-K1 APJ beta-arrestin complementation, luminescence | inhibition, % at 20 µM | 330,000 tested, 0.32% active | AID 2521;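 active means inhibition above about 40% at 20 µM, limit read from the data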;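 further: cells challenged with 10 nM apelin-13 agonist together with compound; plate controls were apelin-13 plus DMSO wells for no effect and DMSO wells lacking apelin-13 for full effect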
Numbers without * were called inactive; · = not tested or not shown.

SMILES	MPTP inh	APJ ag	tim23-1 inh	tim10-1 inh	TIM10 inh	beta cell repl	NALP3 yeast inh	GRIN3A LBD mod	APJ antagonist
O=C(COC(=O)c1cccc(S(=O)(=O)N2CCCCC2)c1)NC1CCCc2ccccc21 (stereo unspecified)	1.0	0	11	25	-8	0	-7	2	4
C=CCN(C(=O)c1cccc(S(=O)(=O)N2CCN(C)CC2)c1)c1nc(-c2ccccc2)cs1	73*	-3	48	50*	31	-3	3	-1	-20
CCCc1cc(=O)n2[nH]c(SCc3ccccc3)nc2n1	2.6	0	12	9	-11	-3	6	-1	-5
Cc1cc(C(=O)COC(=O)c2cccs2)c(C)n1-c1c(C)n(C)n(-c2ccccc2)c1=O	-1.3	5	16	13	-1	3	5	0	-15
O=C(NCc1n[nH]c(=S)n1-c1ccccc1Cl)c1ccc(S(=O)(=O)N2CCCCC2)cc1	-0.3	0	6	19	-6	1	16	-6	-8
CC(C)OP(=O)(OC(C)C)C(Nc1ccccc1)c1cccc2c1OCO2 (stereo unspecified)	0.4	-3	22	32	37	0	-1	0	12
CN(Cc1ccc(C(C)(C)C)cc1)C(=O)c1ccc2c(=O)n3c(nc2c1)CCC3	-0.9	-1	22	29	15	-1	11	0	20
Cc1ccc(O)c(C(=O)c2cnn(-c3ccc(S(=O)(=O)N4CCOCC4)cc3[N+](=O)[O-])c2)c1	-0.1	0	11	20	-6	0	20	-2	-3
CCCc1cc(=O)[nH]c(SCC(=O)NC2CC2)n1	0.0	-3	0	-8	5	-2	5	1	-12
COc1cc(CCC(=O)NNC(=O)c2cccc(Cl)c2)cc(OC)c1OC	0.4	-2	-4	12	1	1	2	0	4
CCOC(=O)C1(Cc2ccc(OC)cc2)CCN(C(=O)c2sc(C)nc2C)CC1	6.0	-4	8	28	26	1	-7	-2	0
Cc1cccc(OCc2ccc(C(=O)N3CCOCC3)o2)c1	-1.6	-3	-55	21	3	0	10	-2	9
O=C(CCN1C(=O)/C(=C/c2ccccc2Cl)SC1=S)NCCCN1CCOCC1	2.2	-2	7	13	6	1	15	-4	-19
Cc1cc(Br)ccc1OCCn1ccnc1	0.1	-2	-15	-26	6	-2	27	-7	-13
Cn1nc(C(=O)N2CCN(c3ccccn3)CC2)c2ccccc2c1=O	0.5	3	-13	-8	-8	2	17	2	2
Nc1nnc(SCc2ccc3c(c2)OCO3)s1	-0.7	1	11	3	13	-2	24	-14	13
Cc1ccc(C)c(Cn2cnc3c(cnn3C(C)(C)C)c2=O)c1	43	-5	17	15	4	-1	4	0	9
COc1ccc(C(=O)Nc2cccc(-c3ccc4nncn4n3)c2)cc1OC	1.4	3	3	3	-14	-2	-1	-1	5
CCOc1ccc(NC(=O)c2oc3ccccc3c2NC(=O)CC)cc1	·	-4	18	22	9	4	13	·	0
CCOC(=O)N1CCN(C(=O)c2ccc3nc(SCc4ccc(F)cc4)n(C)c3c2)CC1	-1.5	1	22	38	14	0	6	-1	-2
CC(=O)N1CCN(c2ccc(NCc3ccc(C)cc3)cc2)CC1	0.1	2	4	-1	16	1	0	-3	7
Cc1c(C(=O)N(Cc2ccc(F)cc2)C2CCS(=O)(=O)C2)oc2ccccc12 (stereo unspecified)	0.3	-3	30	36	2	5	7	-1	18
N#Cc1ccccc1COC(=O)c1ccc2c(c1)OCCO2	0.1	6	25	12	-1	2	31	0	11
Cc1cccc(C2=NN(c3ccccc3)[C@@H](C(=O)N3CCOC3=O)[C@@H]2c2ccc([N+](=O)[O-])cc2)c1	1.1	·	29	10	7	·	·	8	·
Cc1[nH]ccc(=O)c1Oc1ncc(C(F)(F)F)cc1Cl	4.0	-1	4	1	-1	1	2	1	10
CCc1nnc(NC(=O)CSc2nnc(-c3ccoc3C)n2-c2ccccc2)s1	-2.2	-6	9	27	17	2	14	-2	17
CCOc1ccc(N2C(=O)CC(N3CCN(c4ccc(Cl)cc4)CC3)C2=O)cc1 (stereo unspecified)	1.1	-2	16	45*	2	-5	17	0	-13
CCOC(=O)c1cnc(SCc2nc(N)nc(Nc3ccc(C)cc3)n2)nc1N	1.0	5	28	23	17	-2	13	-11	-10
Cc1cc(Nc2ccc(F)cc2Cl)n2ncnc2n1	-1.1	-1	3	-7	-2	0	5	0	12
CCOC(=O)c1cc2sccc2n1CC(=O)N1CCc2ccccc21	1.2	-1	9	19	15	-3	-1	-13	10
Cn1cnnc1SCC(=O)Nc1ccccc1Oc1ccccc1	0.4	-2	6	15	8	-1	-10	0	1
O=C(NCCC1=CCCCC1)c1cc(COc2c(F)cccc2F)on1	0.9	-5	23	30	6	-4	22	2	-22
O=C(Cn1nc(-c2ccccc2)c2ccccc2c1=O)NCC1CCCO1 (stereo unspecified)	1.4	-6	2	12	11	-2	2	-1	7
Oc1ccccc1C(Nc1nccs1)c1ccc2cccnc2c1O (stereo unspecified)	3.1	-5	38	4	-4	-6	10	-4	7
Cc1ccc(C)c(NC(=O)CSc2n[nH]c(-c3ccccn3)n2)c1	-0.2	-3	34	28	17	1	26	2	6
COc1ccc2nc(NC(=O)CSc3nccc(C)n3)sc2c1	24	17	14	1	7	-3	9	2	-2
Cc1ccccc1NC(=O)CSc1nc2c(c(=O)n(C)c(=O)n2C)n1C	-1.4	-4	7	1	10	-2	16	1	16
CC(C)(C)OC(=O)NCCCC[C@H](NC(=O)c1nc[nH]c1C(=O)N[C@@H](CCCCNC(=O)OC(C)(C)C)C(=O)OC(C)(C)C)C(=O)OC(C)(C)C	-0.2	-3	8	4	14	-7	5	-2	-4
COc1ccc(/C=N/NC(=O)c2sccc2OCc2ccc(F)cc2)cc1OC	1.7	-4	-9	-5	21	-3	19	-5	-7
N#CC1=C(N)Oc2c(oc(CO)cc2=O)C1c1ccccc1[N+](=O)[O-] (stereo unspecified)	2.2	5	8	10	-10	-2	24	2	-22
Cc1ccc(NC(=O)c2ccc3c(c2)N(CC(=O)NC(C)C)C(=O)C(C)(C)O3)cc1	-1.7	-1	11	21	3	-3	7	-1	-15
Cc1ccc(N2C(=O)c3ccc(C(=O)NCCN4CCOCC4)cc3C2=O)cc1	6.3	0	4	10	-14	-1	9	-1	1
COc1ccc(S(=O)(=O)N2CCOC23CCN(C(=O)c2ccccc2OC)CC3)cc1	-2.0	-3	18	13	8	0	10	·	5
COc1cc([C@H](Cc2ccccc2)NC(C)=O)oc(=O)c1	-2.1	-2	8	-1	5	3	12	-2	1
CCN(CC(=O)NC(C)(C)C)C(=O)c1ccc2c(c1)S(=O)(=O)c1ccccc1C2=O	0.5	0	7	1	-6	-2	-3	-1	-12
Cc1cc(NC(=O)c2ccc([N+](=O)[O-])cc2)n(CCC#N)n1	-0.3	5	-5	-20	0	-1	19	-1	-8
COCc1cc(C)nc(SC)c1C#N	0.9	-1	-6	-20	-16	-2	14	1	-4
CC(C)[C@@H](CO)NC(=O)c1ccc2c3n(nc2c1)-c1ccccc1CO3	0.2	0	9	21	19	-7	15	-1	-18
Cc1ccc(S(=O)(=O)N2C[C@@H]3[C@H]4CC[C@H](C4)[C@@H]3[C@@H](C)[C@H]2c2ccco2)cc1	-0.5	·	50*	28	8	·	·	2	·
Cc1[nH]c2ccccc2c1/C=N/Nc1ccccc1[N+](=O)[O-]	8.2	-8	22	27	37	-6	9	4	43*
Cc1ccc(C(=O)Nc2nc3ccccc3s2)s1	-3.1	-3	19	6	26	-1	45	18*	3
O=C(Nc1ccc(F)cc1)c1cccc(N2C(=O)C3C4C=CC(C4)C3C2=O)c1 (stereo unspecified)	-2.3	1	9	11	9	0	2	18*	-4
Cc1ccccc1-c1cn(-c2ccccc2)c(=S)[nH]1	-1.0	6	37	16	41*	-2	25	1	-23
COc1cccc(OC)c1C(=O)Nc1ccc(Cc2ccncc2)cc1	8.6	1	2	11	1	-1	9	-1	10
O=C(CCNC(=O)c1ccc(Cl)cc1)NCc1cccc(C(F)(F)F)c1	-1.7	0	-1	15	-19	0	26	-1	-5
CC(C)NC(=O)c1cccc(Br)c1	-1.6	-1	4	10	2	-3	11	0	2
COc1ccc(OC)c(NC(=O)c2c(NC(=O)c3ccco3)sc3c2CCC3)c1	·	-4	0	21	14	-4	-2	·	-3
Cc1cc(C)nc(NS(=O)(=O)c2ccc(NC(=O)CN3C(=O)S/C(=C\c4ccccc4)C3=O)cc2)n1	0.2	-1	0	38	13	0	-16	11*	-11
CCC(Sc1nc2ccccc2c(=O)[nH]1)C(=O)Nc1ccc(C(C)=O)cc1 (stereo unspecified)	-0.8	-2	-13	-15	-21	0	-1	-3	5
COc1ccc(-n2c(Cc3cccn3C)nnc2SCC(=O)Nc2cccc(OC)c2)cc1	-2.2	-3	17	12	1	5	0	-1	14

More structures follow.
SMILES	MPTP inh	APJ ag	tim23-1 inh	tim10-1 inh	TIM10 inh	beta cell repl	NALP3 yeast inh	GRIN3A LBD mod	APJ antagonist
CC(O)CNc1nc2c(c(=O)n(Cc3ccc(Br)cc3)c(=O)n2C)n1C (stereo unspecified)	2.3	-2	18	10	1	-2	12	0	5
C=C(C)Cn1c(CCCNC(=O)CC)nc2ccccc21	0.2	-4	-2	-1	6	-2	-3	-10	6
COc1ccc(/C=C/C(=O)Nc2ccc3nc4n(c(=O)c3c2)CCCC4)cc1OC	-0.9	-3	-35	-29	-3	-4	8	-1	-10
COC(=O)C1=CN(c2ccc(F)cc2)C=C(C(=O)OC)C1c1cccc(Br)c1	-1.1	-6	19	18	-1	-5	14	-3	17
C=CCNC(=O)CCCOc1cc(C)ccc1C	-1.5	-2	10	-12	-5	1	29	0	-9
C=CCNc1oc(-c2ccc(OCC)cc2)nc1C#N	2.1	-2	15	29	5	-3	42	2	-8
CCN(CC)c1nc2ccccc2n(Cc2cccc(OC)c2)c1=O	-0.3	-1	14	-3	-2	-4	3	1	6
Cc1nn(-c2ccccc2)c2c1C(c1ccccc1)C(C#N)=C(N)O2 (stereo unspecified)	7.2	-2	34	21	8	0	12	-8	12
CCc1cc(=O)oc2cc(OCC(=O)NCCCn3ccnc3)c(Cl)cc12	-0.7	-1	-10	-12	1	0	0	0	33
CCc1ccc(NC(=O)Nc2ccc3c(c2)N(C)C(=O)CS3)cc1	56*	-2	4	8	14	-4	6	4	0
CC(=O)Nc1ccc(NS(=O)(=O)c2ccc(-c3csc(C)n3)s2)cc1	6.1	3	12	-15	5	2	5	-4	-4
Cc1ccc(C)c(Cn2c(=O)n(-c3ccc(CC(=O)NCc4ccco4)cc3)c(=O)c3sccc32)c1	0.8	-1	-8	6	-6	-2	8	0	-2
COc1cccc(N2CCN(CC(=O)NC(C)c3ccccc3)CC2)c1 (stereo unspecified)	0.8	-1	3	8	-1	0	4	-1	10
Cc1ccc2nc(SCc3nnc(-c4ccccc4Br)o3)[nH]c2c1	3.7	-2	-2	-32	-1	-2	24	-5	-13

Full records, looked up by structure.
Shown for C=CCNc1oc(-c2ccc(OCC)cc2)nc1C#N = MPTP inh = 2.1; APJ ag = -2; tim23-1 inh = 15; tim10-1 inh = 29; TIM10 inh = 5; beta cell repl = -3; NALP3 yeast inh = 42; GRIN3A LBD mod = 2; APJ antagonist = -8
Shown for CCc1cc(=O)oc2cc(OCC(=O)NCCCn3ccnc3)c(Cl)cc12 = MPTP inh = -0.7; APJ ag = -1; tim23-1 inh = -10; tim10-1 inh = -12; TIM10 inh = 1; beta cell repl = 0; NALP3 yeast inh = 0; GRIN3A LBD mod = 0; APJ antagonist = 33
Shown for C=C(C)Cn1c(CCCNC(=O)CC)nc2ccccc21 = MPTP inh = 0.2; APJ ag = -4; tim23-1 inh = -2; tim10-1 inh = -1; TIM10 inh = 6; beta cell repl = -2; NALP3 yeast inh = -3; GRIN3A LBD mod = -10; APJ antagonist = 6

Not a hit list; overall some 7.2% were active at least once.
